TNF necrop inh = inhibitors of TNF-alpha triggered necroptosis, primary screen, cell-based, Jurkat FADD-/-, single concentration; Jurkat FADD-/- TNF necroptosis rescue, ATP luminescence, 24 h; 0 = TNF only, 100 = no-TNF cells; activation (protection from cell death), % at 10 µM; 0.068% of 220,000 active;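 active = activation, meaning protection from cell death, of at least 50% relative to plate controls; inactive = activation below 50%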;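 note: necroptosis triggered by 40 ng/mL TNF-alpha added together with compound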
EP2 antag = human EP2 receptor antagonists, primary screen, TR-FRET cAMP, C6 glioma cells; Prostaglandin E2 receptor EP2 subtype (Homo sapiens), P43116; C6 glioma cells expressing human EP2; cells stimulated with saturating PGE2; inhibition, % at 25 µM; 0.52% of 260,000 active; AID 1422, 2008;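 active = percent inhibition above 40 after rounding to a whole number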;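 note: rat C6 glioma host cells with rolipram phosphodiesterase inhibitor present; the protocol text gives 20 µM as final concentration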
zVAD death inh = inhibitors of zVAD-triggered necroptosis, primary screen, L929 cells. L929 zVAD necroptosis rescue, ATP luminescence, 24 h; with zVAD 60 µM. viability rescue, % at 10 µM. 0.38% of 220,000 active;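 active = activation, scaled between plate controls, above about 75%, limit read from the data; inactive = activation under that limit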;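 note: 0% = zVAD with DMSO and 100% = DMSO alone without zVAD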
FXIIa inh = human FXIIa protease inhibitors, primary screen, biochemical, 1536-well | Coagulation factor XII (Homo sapiens), P00748 | purified FXIIa, Boc-QGR-AMC fluorogenic substrate, 2 h | inhibition, % at 5 µM | 0.3% of 220,000 active | AID 800, 2007; in the data active = inhibition above about 40%;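 note: 0% = enzyme with no compound and 100% = blank without enzyme; many of its hits are not listed in these tables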
TbHK1 inh = Trypanosoma brucei hexokinase 1 inhibitors, primary screen, biochemical, G6PDH-coupled NADH absorbance, MLSCN library; hexokinase 1 [Trypanosoma brucei]; recombinant TbHK1, G6PDH-coupled NADH A340; inhibition, % at 10 µM; 0.11% of 220,000 active; AID 1430, 2008;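 active = inhibition of 50% or more in the single-dose primary screen; inactive = inhibition below 50%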
PPC-1+TRAIL kill = compounds killing PPC-1 cancer cells with TRAIL present, primary screen, TRAIL potentiator project, ATPLite luminescence, uHTS; PPC-1 cells + TRAIL, ATPLite viability luminescence; cell killing (% activity), % at 4 µM; 0.41% of 220,000 active;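 active = cell killing above 50% in the first pass at 4 µM, then a duplicate retest at 5 µM averaging 50% or more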;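 note: plate controls were cells with TRAIL plus DMSO for no effect and medium-only wells lacking cells for full effect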
CHOP inh = inhibitors of CHOP promoter induction, primary screen, cell-based, unfolded protein response, luciferase reporter. CHO-K1 CHOP-promoter luciferase, tunicamycin-induced, 15-18 h. inhibition, % at 10 µM. 3.8% of 220,000 active;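 active = compounds that reduced the stress-induced luciferase reporter signal by more than about 70% of percent inhibition, limit read from the data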;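 note: 0% = tunicamycin plus vehicle and 100% = wells without tunicamycin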
FXIa inh = human FXIa protease inhibitors, primary screen, biochemical, 1536-well; purified FXIa, Boc-Glu-Ala-Arg-AMC fluorogenic substrate; inhibition, % at 5 µM; 0.14% of 220,000 active; AID 798, 2007;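 active = inhibition of at least 40%; inactive = inhibition below 40%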;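 note: fluorescence of freed AMC excited at 355 nm; 0% = enzyme without compound and 100% = no enzyme blank; many of its hits are not listed in these tables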
Wee1 stabilizer = Wee1 degradation inhibitors, primary screen, cell-based, HeLa, Wee1K328M-luciferase, luminescence. reporter increase, % at 5 µM. 1.2% of 220,000 active. HeLa Luc-Wee1K328M stability; 100% = proteasome inhibitor MG132 effect. Wee1-like protein kinase (Homo sapiens), P30291;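 active = activation above the mean of all tested compounds plus 3 SD, set per screening run, cut at about 8.8% in these data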;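 note: cells exposed to compound for 20 h before luminescence read; 0% = DMSO alone and 100% = MG132 at 30 µM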
Starred values were filed as active, the others as inactive; · = no result given; & = joins results of further samples; [ ] = another dose, or the depositor's remark.

structure	PPC-1+TRAIL kill	TNF necrop inh	TbHK1 inh	Wee1 stabilizer	FXIIa inh	CHOP inh	EP2 antag	zVAD death inh	FXIa inh
Cc1cc(NS(=O)(=O)c2ccc(N)cc2)no1	14	1.5	1	-1	14	18	16&11	70	9
COc1cccc(C2C3=C(N=c4s/c(=C\c5ccccc5O)c(=O)n42)c2ccccc2CC3)c1OC (stereo not given)	·	-1.4	-6	4	1	22	6	0.1	-8
Cc1ccccc1NC(=O)Nc1ccccc1C(N)=O	8	-1.6	-16	-1	9	36	9	-0.7	4
NC(=O)c1nn(-c2ccccc2)nc1NC(=O)CN1CCOCC1	3	0.4	-9	-3	4	-3	9	0.6	-3
Cc1nc(N2CCN(C(=O)c3ccco3)CC2)c2c3c(sc2n1)CCCC3	15	-0.1	0	-2	16	31	10	-0.2	6
COC(=O)C1CC(=O)N(Cc2ccccc2)C1 (stereo not given)	14	-0.4	3	1	13	17	9	7.6	2
O=C(CN(Cc1ccc(Cl)c(Cl)c1)S(=O)(=O)c1ccccc1)N/N=C\c1ccc2c(c1)OCO2	20	1.4	-5	1	-15	19	11	-0.2	-11
O=C(CSc1ccc(Cl)cc1)Nc1nnc(-c2cccc([N+](=O)[O-])c2)s1	-3	17	-4	-2	5	19	18	·	2
CCOC(=O)c1c(CC(C)C)csc1NC=O	27	-0.9	38	-2	17	99*	10	1.1	-1
CC(=O)Nc1ccccc1OCC(=O)N(Cc1ccccc1)C(C)C	-7	-3.3	-12	3	4	9	7	-0.7	-6
CSCC[C@H](NC(=O)OC(C)(C)C)c1nnc(SCC=C(C)C)o1	11	-4.4	3	-2	11	42	3	-0.1	-5
O=C(CNc1ccc2ccccc2c1)N/N=C/c1ccc(C(=O)O)cc1	18	0.8	-8	2	13	-2	9	2.5	-8
COc1ccc(CC2(C)OC(c3ccc([N+](=O)[O-])cc3)=NN2C(C)=O)cc1 (stereo not given)	2	0.8	-22	4	0	-7	12	-0.6	-3
COCCNC(=S)NNC(=O)c1ccco1	-7	-0.6	-4	0	19	9	6	2.1	-12
O=C(Nc1ccc2c(c1)S(=O)(=O)N=C1CCCCCN12)c1ccccc1Cl	34	0.9	2	-3	6	-5	15	2.9	-2

Among those listed so far, 2 contain an aryl thioether with sulfur outside any ring.
structure	PPC-1+TRAIL kill	TNF necrop inh	TbHK1 inh	Wee1 stabilizer	FXIIa inh	CHOP inh	EP2 antag	zVAD death inh	FXIa inh
O=C(CSc1ccc(Cl)cc1)Nc1nnc(-c2cccc([N+](=O)[O-])c2)s1	-3	17	-4	-2	5	19	18	·	2
CSCC[C@H](NC(=O)OC(C)(C)C)c1nnc(SCC=C(C)C)o1	11	-4.4	3	-2	11	42	3	-0.1	-5

Continued:
structure	PPC-1+TRAIL kill	TNF necrop inh	TbHK1 inh	Wee1 stabilizer	FXIIa inh	CHOP inh	EP2 antag	zVAD death inh	FXIa inh
Cc1cc(=O)oc2c(CN3CCC(C)CC3)c(O)c(Cl)cc12	17	-0.2	-22	-1	-217	5	12	-1.1	-29
COc1ccc2c(c1)C(C)=CC(C)(C)N2C(=O)C(C)N1C(=O)c2ccccc2C1=O (stereo not given)	-18	-1.7	-10	-1	15	4	6	-0.2	3
O=C(Cc1ccc([N+](=O)[O-])cc1)N1CCCCCC1	1	4.9	1	4	4	1	7	0.3	-1
CC1=CC(=O)N(c2ccc(C)cc2)C1c1ccc(Cl)cc1 (stereo not given)	20	0.9	33	6	12	13	12	0.6	0
COc1ccc(OC)c(S(=O)(=O)N2CCC(C(=O)Nc3cccc(C)c3)CC2)c1	10	-4.9	-2	11*	-6	36	12	-0.4	-1
CCn1c(SCC(=O)Nc2ccccc2)nnc1C1CCCCC1	3	1.9	3	2	13	36	-2	-0.4	5
O=C(O)COCC(=O)NCc1csc2ccccc12	10	0.4	-9	0	13	4	12	0.3	1
CCOc1ccccc1NC(=O)C(=O)/C=C(\O)c1cc(OC)ccc1OC	0	-0.9	-44	-3	14	95*	20	0.4	10
O=S(=O)(NCc1ccccc1)c1ccc(S(=O)(=O)N(Cc2cccs2)CC2CCCO2)cc1 (stereo not given)	16	0.6	-9	-1	10	-27	8	-0.8	-15
Cc1cc(N)nc(C)c1C#N	1	1.4	-1	-2	3	7	8	4.5	-5
COc1ccc(CCC(C)Nc2cccc(C)c2)cc1 (stereo not given)	-1	-3.7	5	0	2	82*	1	0.2	-1
Brc1ccc(-c2nnc(-c3ccccc3)o2)o1	27	-5.5	6	3	7	-12	10	-0.1	-5
CCn1cc(C2CC(=O)NC2=O)c2ccccc21 (stereo not given)	14	1.4	-10	0	8	12	5	0.4	3
C(=N\N(c1ccccc1)c1ccccc1)/c1ccc2c(c1)OCO2	8	-3.0	-13	7	10	15	6	-0.3	0
O=C(c1cnccn1)N1CCN(S(=O)(=O)c2ccc3ccccc3c2)CC1	22	-2.3	2	4	4	20	15	-0.1	-6
O=c1cc(-c2ccco2)oc2ccc(Cl)cc12	13	-2.1	-9	-2	12	-10	20	0.8	-4
Cc1cccc(C(=O)NC(NC(=S)Nc2ccc(S(N)(=O)=O)cc2)C(Cl)(Cl)Cl)c1 (stereo not given)	8	2.5	37	-1	8	-3	4	0.5	2
CCN(C(=O)Cc1cccs1)c1nnc(-c2cccnc2)s1	6	12	0	2	6	-17	20&1	0.5	-5
O=C(NC(Cc1ccccc1)C(=O)O)c1ccccc1 (stereo not given)	18	0.3	8	1	8	13	11	2.2	8
O=C(CN1CCc2[nH]c3ccccc3c2C1)N1CCCCC1	43	-0.2	1	1	19	3	6	1.5	6
OC(c1ccc(Cl)cc1Cl)C(Cc1cccnc1)n1cncn1 (stereo not given)	-5	-3.5	-2	-2	16	21	6	-0.2	5
O=C(CCS(=O)(=O)c1ccccc1)Nc1ccccc1-c1nc2ccccc2s1	-4	2.5	-9	1	10	23	4	0.3	3
COc1ccccc1C1SCCN1S(=O)(=O)c1cccc(C(F)(F)F)c1 (stereo not given)	22	-2.4	2	0	2	50	24	-0.3	-1
c1ccc(-c2nn3nnnc3c3ccccc23)cc1	2	-3.2	0	1	31	23	16	-0.6	19
O=C1NCCCC1C(=O)N/N=C/c1cccc(Cl)c1 (stereo not given)	3	2.3	-5	-3	3	6	20	1.3	7
COc1ccc2nc(SCC(=O)c3ccco3)[nH]c2c1	33	-0.7	2	9.1*	2	21	13	0.5	-10
O=C(COc1ccccc1F)c1ccc(O)cc1O	10	-1.4	-72	-1	23	15	7	-0.6	8
CCCC(C)C(=O)Nc1cc([N+](=O)[O-])ccc1F (stereo not given)	16	0.6	-6	0	2	20	10	0.0	-7
COc1ccccc1C1NC(=O)NC(C)=C1C(=O)OC1CCCCC1 (stereo not given)	·	4.3	-4	9	16	12	12	0.5	6
CSc1nncn1/N=C/c1ccc([N+](=O)[O-])cc1	2	-0.7	-13	1	·	8	10	1.3	-4
CC1CCN(C(=O)CN2C(=O)c3ccccc3S2(=O)=O)CC1	16	-0.2	-4	9.3*	7	8	6	0.9	10
Cc1cc(C(F)(F)F)nc(NCc2cccnc2)n1	32	-0.9	79*	-2	4	6	5	0.7	-5
COc1ccc(C(=O)Nc2ccc(F)cc2F)cc1OC	12	-1.2	3	4	12	-2	5	-0.1	4
CCOC(=O)C1CCN(C(=O)c2ccc(OCC)c(OCC)c2)CC1	1	-2.9	-2	0	15	2	9	0.3	6
C/C(=N\NC(=O)c1ccc(Cl)cc1)c1cccs1	63*[5 µM]	-1.8	-15	2	13	-17	4	2.2	1
COc1cc(C2SCC(=O)N2c2c(C)n(C)n(-c3ccccc3)c2=O)ccc1O (stereo not given)	17	0.6	1	-2	19	-19	8	0.9	43*
O=C(N/N=C\c1ccc(O)c([N+](=O)[O-])c1)c1ccccc1-n1cccc1	26	1.4	-36	2	4	7	7	0.4	4
CC(C)c1cccc(C(C)C)c1NC(=O)CCl	20	-3.9	8	4	14	8	6	0.0	7
CCCOC(=O)C1[C@H]2C(=O)N(C(C)c3ccc(OC)cc3)C[C@]23C=C[C@H]1O3 (stereo not given in full)	2	-0.3	8	-2	3	25	14	-0.2	-2
O=C(c1ccc(S(=O)(=O)N2CCCCC2)cc1)N1CCN=C1SCc1cccnc1	-3	0.1	-7	-3	23	60	15	1.6	0
CCn1c(CNc2ccc(F)cc2)nnc1SCC(=O)N1CCCc2ccccc21	-1	-0.3	5	0	-9	65	14	0.3	-3
CCn1c(=O)c(=O)[nH]c2cc(C(=O)NC3CCCC3)ccc21	11	0.0	-11	-2	3	-5	7	0.3	-5
O=C(COC(=O)c1ccccc1C(=O)N1CCN(c2ccc(F)cc2)CC1)NCc1ccccc1	2	-2.3	-4	3	13	12	9	0.2	1
COc1ccc(C(=O)OCn2nnc3ccccc3c2=O)cc1[N+](=O)[O-]	-12	1.9	-1	0	1	-3	5	2.8	-10
c1ccc2c(c1)nc1n2CCN1	14	-1.2	2	-1	10	17	0	0.4	-2
COc1ccc(CC(=O)NCc2ccc3c(c2)cc(C)n3C)cc1OC	32	0.6	-2	-3	3	-16	3	3.0	-3
O=c1c(Cl)c(NCCO)cnn1-c1cccc(Cl)c1	4	-0.3	-3	1	-10	9	7	3.7	-8
CCN1CCN(c2nc(SC)nc3sc4c(c23)CC(C)(C)OC4)CC1	14	-0.5	-8	-1	9	19	4	0.6	3
CCOc1ccccc1OCC(O)CNC (stereo not given)	27	0.1	7	5	16	72*	8	0.5	-1
COC(=O)CC(c1ccc(C(C)C)cc1)n1cccc1 (stereo not given)	3	-1.4	0	-2	13	13	2	3.2	4
Cc1cc(C)c(C(=O)COC(=O)c2cc([N+](=O)[O-])ccc2NCCO)cc1C	9	0.9	-8	2	1	22	6	0.6	0
O=c1c2cn[nH]c2[nH]c(=S)n1-c1ccccc1	3	-0.4	0	1	11	22	9	-1.0	4
CCn1c(CSc2n[nH]c(N)n2)nc2cc(C(=O)O)ccc21	16	0.7	-6	2	3	1	5	1.3	2
CCOC(=O)Cc1nnn(CC(=O)OCC)n1	13	0.3	2	-1	9	58	15	-0.2	4
CCN1CCN(c2ncc(C(=O)Nc3ccccc3C(=O)OC)c3ccccc23)CC1	-2	0.4	7	1	19	-6	28	0.0	13
Cc1ccc2nc3c(c(C(=O)OCC(=O)N(C)C4CCS(=O)(=O)C4)c2c1)CCCC3 (stereo not given)	-25	4.5	-4	1	6	25	4	2.6	-5
O=[N+]([O-])c1ccc(NCc2ccc3c(c2)OCO3)cc1	-3	9.5	-7	1	5	16	3	5.0	-1
CN(C)c1ccc(/C=N/NC(=O)Cn2nnc3ccccc32)cc1	2	0.3	-30	0	18	25	7	·	5
O=c1c([N+](=O)[O-])c(N2CCCCC2)c2ccccc2n1-c1ccccc1	18	-1.5	-8	-1	17	44	7	0.3	6

Screening data: PubChem BioAssay, several laboratories

Not all compounds are listed, so the mix of outcomes need not match the whole.
